Pf Dd2 growth – qHTS Primary assay for Inhibitors of Plasmodium falciparum Dd2 growth in vitro. P. falciparum Dd2 growth, SYBR Green, 72 h. Potency, µM (doses to about 28.9 µM), without a hit: at the top dose activity, negative = inhibition, hits mostly inhibitors. actives 4.3% (n = 120,000); active means well fitted inhibition curve with a large enough effect; inconclusive means small, poorly fitted or top-dose-only effect; inactive means no such curve, though single readings can be large or run the other way;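 further: plate controls were DMSO vehicle for no effect and reference drug for full effect; nearly all actives have a fitted effect of over 65% in size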
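Readout: SYBR Green fluorescence, 485 nm excitation, 535 nm emission, after ~16 h lysis at 37C. Before that, Dd2-infected red cells (2.5% hematocrit) grew 72 h with compound, 29 uM top final concentration.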
* hit, by the source's call; i = inactive; ? = inconclusive; [ ] = remark or other dose. Potency means the concentration at half of the fitted maximal effect.

Molecule	Pf Dd2 growth
COc1cccc(-c2ccc3c(N)c(C(=O)Nc4ccccc4C)sc3n2)c1	-9%
COC[C@@H]1CNC[C@H]1c1nc(C2CC2)no1	-5%
CCOC(=O)c1ccccc1NC(=O)Cn1c(N2CCc3ccccc3C2)nc(C)cc1=O	1%
Cn1ccc2c(-c3cc(NCCO)nc(N)n3)ccnc21	0%
O=C(NCc1ccc(N2CCCCC2)cc1)c1cccc2c1CCN2C(=O)C1CC1	?
C=Cc1ccc(Cn2c(C(=O)OC)cc3sc(C)cc32)cc1	-13%
Cc1scc(CN2CCN(c3ccc(F)cc3)CC2)c1C	-16%
CNC(=O)[C@@H]1CN(Cc2ccc(F)c(F)c2)C[C@H]1CO	i
COc1ccc(F)c(CN2CCCC(O)(CN(C)Cc3ccccc3)C2=O)c1 (stereo unspecified)	?
COc1cccc(C(=O)N2CC[C@@H]3CN(S(C)(=O)=O)[C@@H]3C2)c1C	i
Cc1ccc(-c2nnc(C3CN(C(=O)CC(C)C)CC34CCOCC4)o2)cc1 (stereo unspecified)	-17%
CCOc1ccc(C(=O)Nc2ccc3nc4c(c(Nc5ccccc5OC)c3c2)CCCC4)cc1	11µM*

Some values from the list.
`Cc1scc(CN2CCN(c3ccc(F)cc3)CC2)c1C` in Pf Dd2 growth shows -16%
`Cn1ccc2c(-c3cc(NCCO)nc(N)n3)ccnc21` in Pf Dd2 growth shows 0%
`CCOC(=O)c1ccccc1NC(=O)Cn1c(N2CCc3ccccc3C2)nc(C)cc1=O` in Pf Dd2 growth shows 1%
`COc1cccc(-c2ccc3c(N)c(C(=O)Nc4ccccc4C)sc3n2)c1` in Pf Dd2 growth shows -9%

(next part)
Molecule	Pf Dd2 growth
Cc1ccc(C(=O)N2C[C@H](c3nc(-c4ccncc4)no3)[C@@H](C)C2)c(C)c1	i
CC(C)NC(=O)N[C@H]1CCN(C(=O)c2cccn2C)[C@@H]1C(=O)N[C@H](Cc1c[nH]c2ccccc12)C(N)=O	-20%
CN1c2cc(C(=O)Nc3cccc(C(F)(F)F)c3)ccc2C(=O)N2CCCCC21 (stereo unspecified)	?
Cc1nc2c(c(-c3ccc(Cl)cc3)n1)CCN(C(=O)Cc1ccc(F)cc1)CC2	-23%
O=C(NC1CCCN(c2cc(-c3ccccc3)[nH]n2)C1)c1ccc2nc[nH]c2c1 (stereo unspecified)	?
CN(C)CCNC(=O)c1ccnc(-c2nnc3ccc(Nc4ccccc4)nn23)c1	-20%[44.1 µM]
COc1ccc(NC(=O)Cn2c(=O)n(Cc3ccc4c(c3)OCO4)c(=O)c3ccc(C(=O)NC4CCCCC4)cc32)cc1	-1%
Cc1ccc2c(c1)nc1n2[C@@H](CNC(=O)c2cccnc2)COC1	0%[44.1 µM]
COc1ccc(CCNC(=O)c2cc3c(=O)n(C)c4ccccc4c3s2)cc1OC	i
COc1ccc(OC2CN(Cc3cccc4ccccc34)C2)cc1	7%
CCn1c(C)cc(C)c(C(=O)NCC2CCN(c3cnn(C)c(=O)c3)C2)c1=O (stereo unspecified)	-12%
COc1cc(NC(=O)CN2C(=O)NC3(CCS(=O)(=O)CC3)C2=O)cc(OC)c1	20%
CCN(CC)C(=O)[C@@H]1CCC[C@@H](NC(=O)c2cc(C)on2)CN(C)C(=O)C1	-10%[44.1 µM]
CN(C1CCCCC1)S(=O)(=O)c1ccc(F)c(C(=O)Nc2ccc(C(F)(F)F)cc2)c1	?
O=C([C@@H]1C[C@H](F)CN1S(=O)(=O)c1cccc(Br)c1)N1CCCCC1	1%
CCOc1ccc(C(=O)N2CCCN(S(C)(=O)=O)c3ccccc32)cc1OCC	?
Cc1ccc(S(N)(=O)=O)cc1C(=O)N1CCN(c2ccccc2)C(=O)C1	-9%
N#Cc1cccc(C(=O)Nc2ccc([C@@H](O)[C@H]3COCC(=O)N3Cc3ccc(F)cc3)cc2)c1	-18%
O=C(c1ccccc1)N1Cc2ccccc2CC2(CCCN2Cc2ccncc2)C1 (stereo unspecified)	?
O=C(CCc1ccc2c(c1)CN(C(=O)CN1CCCC1=O)CCO2)NCC1CC1	-3%
COc1ccc(C(=O)N2CCC3(C2)C(=NC2CCCC2)NC(=O)N3c2cc(F)cc(F)c2)cc1 (stereo unspecified)	?
COCc1ncc2c(n1)CCCN(CC(=O)NCc1cccc(F)c1)C2=O	-20%
CCc1ccc(S(=O)(=O)N(C(=O)c2ccncc2)c2ccc3oc(C)c(C(=O)OC)c3c2)cc1	-5%
COc1cccc(NS(=O)(=O)c2ccc3[nH]cc(C(=O)N4CCCCCC4)c(=O)c3c2)c1	32%[activator]
O=C(C1CC1)N1CCN(C(=O)N2CC3CC(C2)[C@H]2CCCC(=O)N2C3)CC1 (stereo partly specified)	8%
COc1ccc(-c2onc(C)c2C)cc1S(=O)(=O)NC1CCC(C)CC1 (stereo unspecified)	-9%
CCOC(=O)c1ccc(NC(=O)CSc2nc(-c3cccs3)cc(C(F)(F)F)c2C#N)cc1	2%
COCCNc1nc(C)nc2c1CCN(Cc1ccccc1C#N)CC2	i
Cn1ccnc1C(=O)NCC1CCCCC(=O)N1 (stereo unspecified)	i
CCc1ccc2nc(N3CCC(C(=O)NCCC(C)C)CC3)sc2c1	i
COc1ccc(CN2CCN3C(=O)N(Cc4ccc(OC)cc4)C[C@H]3C2)cc1	-6%[44.1 µM]
Cc1ccc(S(=O)(=O)NC[C@H]2OC[C@@H](NCC(C)(C)C)[C@@H]2O)cc1	-4%[44.1 µM]
Cc1cc(C(=O)N2CCCC2c2nc(CCOCC3CCCC3)no2)nn1C (stereo unspecified)	-19%
CCOc1ccc(NC(=O)Cn2nc(Cc3ccncc3)c3ccccc3c2=O)cc1	-8%
Cc1nn(CC(=O)NCCN2CCOC2=O)c(=O)n1CCc1ccccc1	-5%
CC(C)c1ccc(-n2cc(CN3CCCC4(C3)CN(C)C(=O)O4)cn2)cc1 (stereo unspecified)	?
CSCc1ccc(C(=O)N2CCN(c3ccc(C)cc3)C(=O)C2)o1	-25%
Cc1n[nH]c(C)c1Cc1ccc(C(=O)NCC2Cn3cccc3CN2C)o1 (stereo unspecified)	?
Fc1cccc(-c2noc(-c3nc(-c4ccc5c(c4)OCO5)no3)n2)c1	-21%
COc1ccc(CNC(=O)c2c(C)noc2-c2ccc(OC(F)(F)F)cc2)cc1	?
CCN(C(=O)c1cc2c(=O)oc3ccc(C)cc3c2s1)c1ccccc1F	21%
O=C(CCC1CCN(S(=O)(=O)c2ccccc2)CC1)NCC1CCCCC1	i
Cc1ccc(CNC(=O)C2CCCN(c3nc4c(C)cc(C)cc4s3)C2)cc1 (stereo unspecified)	0%
N#Cc1ccc(C(=O)N2CCCCCCNC(=O)[C@@H]3C[C@@H](c4nc(-c5cnccn5)no4)C[C@@H]32)cc1	i
Cc1ccc(NC(=O)N2CCN(C(=O)c3nsc4ccccc34)CC2)cc1C	i
COC1CCOC2(CCN(C(=O)c3ccsc3)CC2)C1 (stereo unspecified)	i
COc1ccc(CCNC(=O)C(=O)NCC(c2ccco2)S(=O)(=O)c2ccc(F)cc2)cc1 (stereo unspecified)	i
COCc1cc(=O)n(CC(=O)Nc2ccc(C)c(Cl)c2)c(N2CCOCC2)n1	-2%
Cc1c(S(=O)(=O)c2cccc(Cl)c2)nnn1-c1cccc(C(F)(F)F)c1	i
O=C1CCCN1CCCN1C(=O)[C@@H]2C[C@@H](O)CN2C2(CN(CC3CC3)C2)C1=O	21%[44.1 µM]
CCC(=O)N1c2ccccc2CC1C(=O)NCCc1ccccc1C (stereo unspecified)	?
CS(=O)(=O)NC[C@H]1O[C@@H](CC(=O)N2CCN(c3ccccn3)CC2)[C@H](O)[C@@H]1O	i
CC1=C[C@@H](CN2CCOCC2)[C@H](C(C)C)C[C@H]1Cc1nnc(-c2ccccc2F)o1	?
CCCN(C(=O)Cn1cc(S(=O)(=O)N2CCN(c3ccccc3F)CC2)c2ccccc2c1=O)c1cccc(C)c1	?
COc1ccc(CNC(=O)CCCc2nnc3n(C(C)C)c(=O)c4sccc4n23)cc1	-28%
CC(=O)Nc1cccc(-c2cc3c(ccn3C)c(C(=O)NCCc3cnc[nH]3)n2)c1	5µM*
COc1ccc(NC(=O)CCNS(=O)(=O)c2cccc3nsnc23)cc1Cl	10%
O=C(N[C@@H]1CN(Cc2c(F)cccc2F)C[C@H]1CO)c1ccccc1	-18%
O=C(NC1CC(=O)N(c2ccc(F)cc2)C1)c1cccs1 (stereo unspecified)	22%
CCC1Oc2ccc(NC(=O)c3cccc(OC)c3)cc2CN(Cc2ccccc2)C1=O (stereo unspecified)	i

Carrying on:
Molecule	Pf Dd2 growth
CC(C)C(=O)Nc1nnc(SCc2cc(=O)n3ccccc3n2)s1	-3%
Cc1noc2c(-c3cccc(CO)c3)cc(-c3ccccc3)nc12	15%[44.1 µM]
CCc1ccc(C2CC(=O)N(c3cccc(C(F)(F)F)c3)C3=C2C(=O)OC3)cc1 (stereo unspecified)	27%
Cn1c(Cn2ccnc2)nnc1C1CCCN(CCOCc2ccccc2)C1 (stereo unspecified)	-3%
COc1ccc2[nH]c3c(c2c1)CCNC31CCN(C(=O)NC(C)(C)C)CC1	?
CCOCCOC1CCN(C(=O)Nc2cccc(F)c2)CC1	6%
COc1ccc(NC(=O)c2ccc3c(c2)OCC(=O)N(C)C3)c(F)c1	-5%[44.1 µM]
Cc1noc(-c2cn(C3CCCN(C(=O)c4ccc(F)c(Cl)c4)C3)nn2)n1 (stereo unspecified)	95%[activator]
Cc1ccncc1C(=O)N1CCC(N2CC(OCC3CC3)C23CCCCC3)CC1 (stereo unspecified)	-18%
Cc1ccc(F)c(OC2(C(=O)O)CCN(S(=O)(=O)c3cnn(C)c3)CC2)c1	-5%
COc1ccc(CNC(=O)[C@H]2O[C@H](CCN3CCN(c4ccccn4)CC3)CC[C@@H]2O)cc1	?
CCOCC1(C)COc2ccc(C(=O)NCCc3ccccc3)cc2N1 (stereo unspecified)	i
CCOC(=O)N1CCN(Cc2nc3cc(NC(=O)c4ccc([N+](=O)[O-])cc4)ccc3n2C(C)C)CC1	?
COc1ccc(-n2nc(C)c(CCC(=O)N3CCOCC3)c2Oc2ccccc2F)cc1	-2%
CCCc1noc(-c2ccn3c(CNC(=O)c4ccc(OC)cc4)nnc3c2)n1	?
Cc1cccc(S(=O)(=O)N2CCCC(Cn3c(C4CC4)nc4cccnc43)C2)c1 (stereo unspecified)	i
O=C(Nc1cc(-c2nc3cc(Cl)ccc3o2)ccc1Cl)c1cccc2ccccc12	33%[activator]
COc1ccc(C(=O)N2CCN(Cc3ccccc3)CC(O)C2)c(OC)n1 (stereo unspecified)	-27%
COc1ccccc1NC(=O)c1cc2c(n1C)CCN(Cc1cccc(C)c1)C2	?
Cc1ccc(CN2C[C@H]3CN(C(=O)c4ccc5c(c4)OCO5)CCN3C2=O)cc1	i
CCNC(=O)Cn1nc(C)n2c(cc3c(OC)cccc32)c1=O	-9%
CCc1ccccc1NC(=O)CSC1=Nc2ccccc2C2=NC(Cc3ccccc3)C(=O)N12 (stereo unspecified)	?
Cc1ccc(Cn2c(C3CCN(C(=O)c4ccc(C)c(C)c4)CC3)n[nH]c2=O)cc1	?
O=C1NCN(Cc2ccc(Cl)cc2)C12CCN(Cc1cccc(C(F)(F)F)c1)CC2	-6%

Compounds above with a tert-butyl group (2):
Molecule	Pf Dd2 growth
Cc1ccc(S(=O)(=O)NC[C@H]2OC[C@@H](NCC(C)(C)C)[C@@H]2O)cc1	-4%[44.1 µM]
COc1ccc2[nH]c3c(c2c1)CCNC31CCN(C(=O)NC(C)(C)C)CC1	?

(continued)
Molecule	Pf Dd2 growth
CCOCCCn1c(SCC(=O)NCCCOC)nc2c(sc3ccccc32)c1=O	?
COCCNC(=O)c1cc(C2CC2)nc2c1c(C1CCCNC1)nn2C (stereo unspecified)	12%
Cc1cc(C)c(CNC(=O)c2cc(-c3ccccc3F)cc3c2OCCN3C(C)C)c(=O)[nH]1	-13%
CCc1ccc(NC(=O)Cn2c(=O)c(CNc3ccccc3)cc3cc(OC)c(OC)cc32)cc1	i
O=C(Nc1cccc(-c2nnc3n2CCCC3)c1)C1CCC1	?
c1cnc(-c2nc(CNc3ncncn3)cs2)cn1	3%
Cc1oc(-c2cccc(C(F)(F)F)c2)nc1CN1CCN(C)C(CCO)C1 (stereo unspecified)	-24%
COc1ccc(S(=O)(=O)N2CCC(C(=O)Nc3cc(C(F)(F)F)ccc3Cl)CC2)cc1	?
O=C(Cn1c(=O)c2cccn2c2ccc(F)cc21)N1CCN(c2ccccc2)CC1	-6%
COCCCn1c(=N)c(S(=O)(=O)c2ccccc2)cc2c(=O)n3cccc(C)c3nc21	15%
O=C(Nc1noc2ccccc12)c1cccc(F)c1	17%
Cc1nn(CC(=O)NCCc2ccccc2)c(=O)c2nn(-c3ccccc3)c(C)c12	-1%
CC1CCC2(CC1)OCC(C(=O)NCC1CCCO1)N2C(=O)c1ccc(Cl)c(Cl)c1 (stereo unspecified)	i

Screens deposited in PubChem by National Center for Advancing Translational Sciences (NCATS).

An excerpt; rates above refer to the full screens.
